# Screening data deposited in PubChem by Sanford-Burnham Center for Chemical Genomics.
# SENP8 inh: SENP8 (human) protease inhibition | Q96LD8 | recombinant SENP8, Nedd8 substrate fluorescence | inhibition, % at 20 µM | 0.64% of 360,000 active; in the data active = inhibition mostly above about 40%, no sharp cut-off; inactive = mostly below about 27%
# Target sequence (Q96LD8 whole entry, looked up): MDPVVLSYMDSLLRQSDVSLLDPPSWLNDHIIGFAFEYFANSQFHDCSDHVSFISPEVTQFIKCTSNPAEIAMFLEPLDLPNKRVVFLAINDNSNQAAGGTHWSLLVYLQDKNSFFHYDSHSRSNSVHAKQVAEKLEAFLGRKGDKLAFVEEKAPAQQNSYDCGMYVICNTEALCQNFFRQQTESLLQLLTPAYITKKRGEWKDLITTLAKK
# SENP1 FRET inh: blocks the human SENP1 SUMO protease catalytic domain; inhibition, % at 10 µM; recombinant SENP1 catalytic domain, CyPet-SUMO1-YPet FRET cleavage; 0.21% of 360,000 active;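 active = inhibition at least 30% at 10 µM, raw YFP signal under a set limit, fluorescence ratio 0.5 to 1.5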;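 also: 0% = enzyme with DMSO and 100% = no enzyme wells; some results filed as inactive read as strong as hits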
# Target sequence (Q9P0U3 419-644 limits assumed): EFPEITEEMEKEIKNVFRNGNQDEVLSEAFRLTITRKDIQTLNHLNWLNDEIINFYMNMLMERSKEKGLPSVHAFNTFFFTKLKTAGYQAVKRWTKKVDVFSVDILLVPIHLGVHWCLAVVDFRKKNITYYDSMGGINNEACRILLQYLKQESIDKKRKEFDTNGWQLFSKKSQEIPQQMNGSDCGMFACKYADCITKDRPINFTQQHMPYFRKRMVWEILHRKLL
#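 Material – human SENP1 catalytic domain · Input – SENP1 enzyme, 20 pM final · Compound dosing – single concentration of 10 µM compound, 0.5% DMSO final · Timing – enzyme reaction for 50 min at room temperature, dark · Measured by – FRET fluorescence in CFP and YFP emission channels · Control set – no-enzyme wells low, DMSO-plus-enzyme wells high control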
# Starred values were filed as active, the others as inactive; i = inactive; & = joins results of further samples.
SMILES,SENP8 inh,SENP1 FRET inh
CCNC(=O)C1(C)CCCN(Cc2cc(-c3ccccc3)n(C)n2)C1 (stereo not drawn),18,3
CNc1ncnc2c1ncn2[C@H]1CN(Cc2ccco2)C[C@@H](CO)O1,6,0
COc1ccc(C=O)c(-c2c(CCO)sc3ccccc23)c1,5,-1
CC12CCC3C(CCC4CC(O)CCC43C)C1CC(=O)C2 (stereo not drawn),1,-2
CC(C)(C)c1ccc(CC(=O)N2CCC2(C)C(=O)NS(=O)(=O)c2ccc(Cl)s2)cc1 (stereo not drawn),6,2
COc1cccc(C(=O)N2CCC[C@H]2C(=O)N2CCC[C@H]2C(=O)NCc2ccncc2)c1,7,2
Cc1cc2c(cc1C)-n1nnnc1C(N1CCN(c3ncccc3C#N)CC1)C(=O)N2 (stereo not drawn),-166,-7
COc1ccc(-c2c(C(=O)c3ccccc3)[nH]c(N)c2C(=O)NCc2ccccc2)cc1OC,7,0
COc1cccc(NC(=O)C2(C)CCN2C(=O)C2CCCCC2)c1 (stereo not drawn),-22,-2
CC(C)C[C@@H]1O[C@H](CCc2ccccc2)Cc2[nH][nH]c(=O)c21,10,0
O=C1NC[C@H](CCCCN2CCN(CCc3ccccc3)C(=O)C2=O)N(CC2CCCCC2)C1=O,14,-1
CN1CCN(c2ccc(CNC(=O)C3(C)Cc4c(-c5ccccc5)ccnc4O3)cc2)CC1 (stereo not drawn),6,1
CC1CC(C)CN(C(C(=O)NC2CCCCC2)c2cc3ccccc3o2)C1 (stereo not drawn),2,2
CN(C)CCCNc1nc2cc(-c3ccccc3CO)sc2c(=O)n1C,-39,-1
CC(=O)C1=CCC(c2ccc(Cl)cc2)N(S(=O)(=O)c2ccc(C)cc2)C1 (stereo not drawn),4&6,0&0
CCOC(=O)C(Cc1ccccc1)C1(C)Oc2ccccc2O1 (stereo not drawn),20,3
CC(=O)NCCNc1nc(NCc2cccs2)nc2ccsc12,-12,4
Cc1ccc(S(=O)(=O)C[C@@H]2OC[C@H](CO)N2S(=O)(=O)c2ccc(C)cc2)cc1,27,3
CN1CCN(c2ccc(CNC(=O)C3Cc4c(-c5ccccc5)ccnc4O3)cc2)CC1 (stereo not drawn),-66,2
COC(=O)[C@@]1(Cc2ccc(OC)cc2)[C@H]2c3cc(C(=O)N4CCCC4)n(CCc4ccc(OC)c(Br)c4)c3C[C@H]2CN1C(=O)c1ccccc1,-16,-3
O=C1Nc2ccccc2-n2nnnc2C1N1CCN(c2cccc(C(F)(F)F)n2)CC1 (stereo not drawn),-47,-2
CCOC(=O)[C@]12CCCC=C1N(Cc1ccc3c(c1)OCO3)C(=O)[C@H](CC(=O)NCCc1ccccc1OC)C2,10,-2
CC(=O)c1ccc(Nc2nc(C(N)C(C)C)cs2)cc1 (stereo not drawn),-366,2
CCOC(=O)N1CCN(C(c2cc3ccccc3o2)c2nnnn2C(C)(C)C)CC1 (stereo not drawn),4,1
OC(c1ccccc1)(c1nc(-c2ccc(Cl)cc2)cs1)C(F)(F)F (stereo not drawn),8,1
OCCN1CCN(c2cnc(-c3ccsc3)cn2)CC1,-243,-7
Cc1ccc([N+](=O)[O-])cc1CN1CCN(c2ncc(Cc3ccccc3)cn2)CC1,26,1
CC1(C(=O)Nc2cccc(Oc3ccccc3)c2)CCN1Cc1cccc2c1OCO2 (stereo not drawn),16,2
CN(C)c1ccc(CC(=O)N2CCCC(c3cc(C(=O)Nc4ccc(F)c(Cl)c4)no3)C2)cc1 (stereo not drawn),29,-4
CCCc1nc2c3ccccc3ccn2c1Cc1ccccc1C(F)(F)F,-97,-84

# Ordered by number of heavy atoms (lowest first): some entries from above
SMILES,SENP8 inh,SENP1 FRET inh
CC(=O)c1ccc(Nc2nc(C(N)C(C)C)cs2)cc1 (stereo not drawn),-366,2
CC(=O)NCCNc1nc(NCc2cccs2)nc2ccsc12,-12,4
OC(c1ccccc1)(c1nc(-c2ccc(Cl)cc2)cs1)C(F)(F)F (stereo not drawn),8,1
CC(=O)C1=CCC(c2ccc(Cl)cc2)N(S(=O)(=O)c2ccc(C)cc2)C1 (stereo not drawn),4&6,0&0
CC1CC(C)CN(C(C(=O)NC2CCCCC2)c2cc3ccccc3o2)C1 (stereo not drawn),2,2
Cc1ccc(S(=O)(=O)C[C@@H]2OC[C@H](CO)N2S(=O)(=O)c2ccc(C)cc2)cc1,27,3
CCOC(=O)N1CCN(C(c2cc3ccccc3o2)c2nnnn2C(C)(C)C)CC1 (stereo not drawn),4,1
O=C1Nc2ccccc2-n2nnnc2C1N1CCN(c2cccc(C(F)(F)F)n2)CC1 (stereo not drawn),-47,-2
CN1CCN(c2ccc(CNC(=O)C3Cc4c(-c5ccccc5)ccnc4O3)cc2)CC1 (stereo not drawn),-66,2
CN1CCN(c2ccc(CNC(=O)C3(C)Cc4c(-c5ccccc5)ccnc4O3)cc2)CC1 (stereo not drawn),6,1
CN(C)c1ccc(CC(=O)N2CCCC(c3cc(C(=O)Nc4ccc(F)c(Cl)c4)no3)C2)cc1 (stereo not drawn),29,-4
CCOC(=O)[C@]12CCCC=C1N(Cc1ccc3c(c1)OCO3)C(=O)[C@H](CC(=O)NCCc1ccccc1OC)C2,10,-2
COC(=O)[C@@]1(Cc2ccc(OC)cc2)[C@H]2c3cc(C(=O)N4CCCC4)n(CCc4ccc(OC)c(Br)c4)c3C[C@H]2CN1C(=O)c1ccccc1,-16,-3

# (more compounds)
SMILES,SENP8 inh,SENP1 FRET inh
O=C1NC[C@H](CCCCN2C[C@H](Cc3ccc(O)cc3)N(CCc3ccccc3)C(=O)C2=O)N(CCc2ccc(O)cc2)C1=O,17,0
CCCCNC(=O)C1(C)CCCCN1C(=O)c1c(Cl)cccc1Cl (stereo not drawn),14,2
FC(F)(F)c1ccccc1Cc1c(C2CCCCC2)nc2ccc(Cl)cn12,-63,-8
CCCc1nc2c3ccccc3ccn2c1Cc1cccc(F)c1,-72,-5
NC(=O)C1CCCN(C(=O)c2[nH]c(C(F)(F)F)nc2-c2ccccc2)C1 (stereo not drawn),15,2
COc1ccc(-c2cnc3c(NC=O)cc(-c4cccc(NS(C)(=O)=O)c4)cn23)cc1OC,-311,-4
COC(=O)[C@]12CCCCC=C1N(Cc1ccco1)C(=O)[C@H](CC(=O)NCc1cccc3ccccc13)C2,12,-3
O=C(CCCN1C(=O)C(=Cc2ccc3c(c2)OCO3)SC1=S)Nc1ccc(C(=O)O)c(O)c1,22,-27
CCc1nc2c(OCc3ccccc3)cccn2c1N(C)C(=O)c1ccc(OC)cc1,17,1
O=C(CC[C@H]1O[C@@H](n2ccc(=O)[nH]c2=O)[C@H](O)[C@@H]1O)NCCN1CCOCC1,13,0
CCc1nc2c(OCCC3CCCCC3)cccn2c1N(C)C(=O)c1ccccc1F,4,0
COc1cccc(Nc2nc(C(N)Cc3ccc(C(F)(F)F)cc3)cs2)n1 (stereo not drawn),-80,-8
O=C([C@H]1O[C@@H](n2ccc(=O)[nH]c2=O)[C@H](O)[C@@H]1O)N1CCN(Cc2ccccn2)CC1,11,-1
OC[C@@H]1CN(Cc2cccs2)C[C@H](n2cnc3c(NCc4ccco4)ncnc32)O1,-14,-9
CCC(=O)N1CCC1(C)C(=O)Nc1cc(-c2ccccc2)nn1C (stereo not drawn),3,1
COC(=O)c1c[n+]([O-])ccc1OC,-77,0
OC[C@@H]1CN(Cc2ccco2)C[C@H](n2cnc3c(NC4CCC4)ncnc32)O1,15,0
O=C(Cn1c(=O)oc2cc(S(=O)(=O)N3CCCC3)ccc21)Nc1ccccn1,-3,1
O=C(NCc1ccccc1)c1cc(C2COCCN2C(=O)C2CC2)on1 (stereo not drawn),11,0
Cc1ccc(Cc2c(-c3cccc(Br)c3)nc3ccc(Br)cn23)cc1,-27,8
CCOC(=O)C1=CCC(c2ccccc2C(F)(F)F)N(S(=O)(=O)c2ccc(C)cc2)C1 (stereo not drawn),22,3
CCOc1ccc(Cl)cc1-c1cc(C(=O)NC2CCCCC2)[nH]n1,11,0
CC(C)[C@H](CO)NC(=O)[C@H]1O[C@@H](n2ccc(=O)[nH]c2=O)[C@H](O)[C@@H]1O,22,2
C[C@@H]1COc2cccc(N3CCSCC3)c2S(=O)(=O)N1,8,2
COCCCNc1ccn2nc(-c3ccc(OCc4ccccc4)cc3)cc2n1,i,-42
Cc1ccc(Cc2c(-c3ccco3)nc3c(C)cc(Br)cn23)cc1,-2,0
CCCCn1nnnc1C(c1ccccc1)N1CCN(C(=O)C2CCCO2)CC1 (stereo not drawn),10,0
COc1ccc(C2=Nc3ccccc3N(C(=O)c3ccc(C)cc3)C2C(=O)Nc2c(C)cccc2C)cc1 (stereo not drawn),-90,-5
CC1(C(=O)NS(=O)(=O)c2ccccc2)CCN1C(=O)CC1CCCC1 (stereo not drawn),4,2
CCc1ccc([C@H]2C[C@H]3[C@H]4C(=O)N(c5ccccc5)C(=O)[C@H]4CC(=O)[C@@H]3CN2S(=O)(=O)c2ccc(C)cc2)cc1,34,2
COc1cccc(Cn2cnc(-c3ccccc3OC)c2C2CC2)c1,-28,-10
CN1CCN(C(=O)c2cc3c(c(-c4cccc(-c5cccnc5)c4)n2)[C@H](CCO)N(C(=O)CC2CC2)C3)CC1,8,0
O=C(NCc1ccncc1)[C@@H]1CCCN1C(=O)[C@@H]1CCCN1C(=O)c1c(F)cccc1F,8,2
Cc1ccc2c(CN3CCN(c4ccc(Cl)c(Cl)c4)CC3)cc(=O)oc2c1,16,0
CSC1=NC=C(C#N)C2=NC(c3ccc(Cl)cc3)NN12 (stereo not drawn),24,-24
CC1(C(=O)O)CCCN(C(=O)C2(c3ccc(Cl)cc3)CCCC2)C1 (stereo not drawn),24,-1
CC(C)(C)Cc1c(-c2cccc(Cl)c2)nc2ccc(Br)cn12,-8,30
CCc1ccc([C@H]2[C@@H]3C(=O)C[C@@H]4C(=O)N(c5ccccc5)C(=O)[C@@H]4[C@@H]3CN2S(=O)(=O)c2ccc(C)cc2)cc1,10,0
FC(F)(F)c1ccccc1Cc1c(-c2cccc(Br)c2)nc2c3ccccc3ccn12,-212,-16
CC(C)C[C@H]1CNC(=O)C(=O)N1C[C@@H]1CCCN1C[C@H](Cc1ccccc1)N1C[C@H](CC(C)C)N(CCc2ccccc2)C(=O)C1=O,12,2
O=C(Nc1nc(OCCN2CCCC2=O)cnc1/C=C\c1ccccc1)c1cc2ccccc2s1,-140,-10
CC(C)COC(=O)N1CCCCC1c1cc(C(=O)N2CCOCC2)no1 (stereo not drawn),4,0
COC(=O)[C@@]12C[C@@H](CC(=O)NCc3ccccc3)C(=O)N(Cc3cccc4ccccc34)C1=CCC(C)(C)C2,22,2
CCc1nc2ccc(C(=O)NCc3ccccc3OC)cn2c1N(CC)CCOC,3,0
CC1(C(=O)NCc2ccc(Cl)cc2)CCN1C(=O)c1cccc(F)c1 (stereo not drawn),12,3

# A second format for some results above.
Compound | SENP8 inh | SENP1 FRET inh
COc1cccc(Cn2cnc(-c3ccccc3OC)c2C2CC2)c1 | -28 | -10
CC(C)C[C@H]1CNC(=O)C(=O)N1C[C@@H]1CCCN1C[C@H](Cc1ccccc1)N1C[C@H](CC(C)C)N(CCc2ccccc2)C(=O)C1=O | 12 | 2
CC1(C(=O)O)CCCN(C(=O)C2(c3ccc(Cl)cc3)CCCC2)C1 (stereo not drawn) | 24 | -1

# Further records follow:
SMILES,SENP8 inh,SENP1 FRET inh
Clc1cccc(CNc2ccn3nc(-c4ccccc4Cl)cc3n2)c1,-470,0
OC[C@@H]1CN(Cc2ccc(-c3ccccc3)cc2)C[C@H](n2cnc3c(NC4CCCC4)ncnc32)O1,10,-1
CCN1C(=O)[C@@H]2[C@@H]3CN(S(=O)(=O)c4ccc(C)cc4)[C@@H](c4ccccc4F)[C@@H]3C(=O)C[C@@H]2C1=O,-2,0
CO[C@H]1CN(C)C(=O)c2ccc(NC(=O)C3CCC3)cc2OC[C@H](C)N(CC2CCCCC2)C[C@@H]1C,17,3
O=C(N[C@H]1CC[C@H](CCNS(=O)(=O)c2ccc(Cl)cc2)O[C@@H]1CO)c1cccc(F)c1,10,1
CN1CCN(C(=O)C[C@@H]2CC[C@@H]3[C@H](COC[C@@H](O)CN3Cc3cccc(Cl)c3)O2)CC1,17,4

# Not all compounds are listed; rates above refer to the full screens.
